Assay outcomes: PubChem, several laboratories
HGIII-sPLA2 inh: human group III sPLA2 inhibitors, primary screen, biochemical, QFRET, BODIPY PC-A2 liposome substrate; QFRET BODIPY PC-A2 liposome hydrolysis, fluorescence; inhibition, % at 12.2 µM; hit rate 0.56% among 370,000; AID 743126, 2013;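 active means inhibition above mean plus 3 SD of compounds lying within the high and low control bounds, cut at about 19% in these data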;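 further: 0% = median of test compound wells and 100% = no enzyme DMSO wells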
Target sequence (Q9NZ20 whole entry, looked up): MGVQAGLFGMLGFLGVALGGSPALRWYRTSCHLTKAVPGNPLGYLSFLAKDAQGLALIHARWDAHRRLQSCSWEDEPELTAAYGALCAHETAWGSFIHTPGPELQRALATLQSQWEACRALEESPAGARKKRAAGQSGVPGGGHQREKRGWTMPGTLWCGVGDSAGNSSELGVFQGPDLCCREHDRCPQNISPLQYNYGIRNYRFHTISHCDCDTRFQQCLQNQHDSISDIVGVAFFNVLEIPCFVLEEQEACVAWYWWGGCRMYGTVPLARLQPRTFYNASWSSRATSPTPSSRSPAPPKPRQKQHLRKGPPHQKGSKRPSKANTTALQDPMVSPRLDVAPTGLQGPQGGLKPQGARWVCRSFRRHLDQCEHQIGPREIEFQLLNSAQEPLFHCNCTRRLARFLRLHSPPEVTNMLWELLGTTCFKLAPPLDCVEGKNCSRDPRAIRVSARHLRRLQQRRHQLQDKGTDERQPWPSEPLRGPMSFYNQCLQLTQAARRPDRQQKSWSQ
NR1D1 modulator: modulators of Rev-erb alpha DNA binding, primary screen, biochemical, FITC-DNA, fluorescence polarization, uHTS; Nuclear receptor subfamily 1 group D member 1 (Homo sapiens), P20393; hit rate 0.79% among 370,000; Rev-erbα–FITC-DNA binding, 90 min; activity, % at 10 µM;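 active means activity above about 14%, limit read from the data; passing the limit was not always enough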;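 further: 0% = DMSO wells with 35 nM protein and 100% = DMSO wells with 750 nM protein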
DAX1 inh-1: DAX1 (NR0B1) inhibitors, primary screen, cell-based, HEK293, Gal4-DAX1, luciferase luminescence | Nuclear receptor subfamily 0 group B member 1 (Homo sapiens), P51843 | HEK293 Gal4-DAX1 luciferase reporter | inhibition, % at 6.75 µM | hit rate 0.99% among 340,000 | AID 504766, 2011;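 active means inhibition above the mean over all tested compounds plus 3 SD, cut at about 4.2% in these data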;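 further: 0% = DAX1-transfected cells with DMSO and 100% = empty-vector control cells with DMSO; inhibition shows as a rise in luminescence from relieved DAX1 repression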
Target sequence (P51843 207-470 limits assumed): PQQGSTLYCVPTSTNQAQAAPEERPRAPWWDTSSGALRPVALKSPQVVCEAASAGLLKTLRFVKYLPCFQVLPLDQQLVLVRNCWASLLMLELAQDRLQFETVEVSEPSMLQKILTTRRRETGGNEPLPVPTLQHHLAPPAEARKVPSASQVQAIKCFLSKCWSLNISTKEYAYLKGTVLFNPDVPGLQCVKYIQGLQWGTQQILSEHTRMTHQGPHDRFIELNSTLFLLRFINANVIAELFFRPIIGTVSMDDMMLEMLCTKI
ssDAF-12 act: S. stercoralis DAF-12 nuclear receptor activators, primary screen, cell-based, luminescence, HEK293, GRIP1 co-expression, lit1-tk-luc; Nuclear hormone receptor DAF-12 (Strongyloides stercoralis); HEK293 ssDAF-12/GRIP1 lit1-tk-luc reporter; % of 3 µM dafachronic acid response; activation, % at 6.8 µM; hit rate 1% among 370,000; AID 652126, 2013;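 active means activation above the mean over all tested compounds plus 3 SD, cut at about 0.9% in these data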;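 further: 0% = DMSO-only wells and 100% = 3 µM delta7-dafachronic acid wells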
hgDAF-12 ag: H. glycines DAF-12 receptor agonists, primary screen, cell-based, luminescence, HEK293, GAL4 fusion, UAS-luciferase. activation, % at 6.8 µM. HEK293 GAL4-hgDAF12 UAS-luciferase reporter, agonist luminescence; normalized to butyrate control. AID 687014, 2013. hit rate 1.8% among 370,000. Nuclear hormone receptor DAF-12 (Heterodera glycines), GAL4 fusion;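 active means activation above a cutoff set at the mean of all screened compounds plus 3 SD, cut at about 10% in these data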;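 further: 0% = DMSO wells and 100% = sodium butyrate wells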
PG9 binder: binders of HIV-1 gp120 antibody PG9, primary screen, biochemical, TR-FRET. HIV-1 gp120 / PG9 antibody interaction. TR-FRET gp120-PG9 antibody binding. inhibition, % at 6.7 µM. hit rate 0.43% among 360,000. AID 624416, 2012; in the data active means inhibition above about 8.5%
SMARCA2 activ: SMARCA2 (BRM) function activators, primary screen, cell-based, luminescence, high throughput; MG213 cells, MMTV-luciferase reporter, dexamethasone, overnight; activation, % at 9.1 µM; hit rate 1% among 370,000; in the data active means activation above about 7.8%;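 further: 0% = vehicle wells and 100% = reference activator wells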
DAX1 inh-2: DAX1 (NR0B1) inhibitors on StAR promoter, primary screen, cell-based, luminescence, SF-1 (NR5A1), full-length DAX-1 | HEK293T StAR-luciferase reporter, SF-1/DAX-1 repression relief | AID 652010, 2013 | inhibition, % at 6.8 µM | hit rate 1.1% among 370,000;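 active means inhibition above the mean over all tested compounds plus 3 SD, cut at about 3.6% in these data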;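 further: 0% = DAX-1 cells with DMSO and 100% = cells lacking DAX-1 with DMSO; higher inhibition means more luminescence from relief of DAX-1 repression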
FXN GAA850 act: FXN promoter activators, primary screen, cell-based, luciferase luminescence, HEK293 lucGAA850 | activation, % at 6 µM | HEK293 lucGAA850 FXN promoter luciferase reporter, 24 h; percent of 10 µM SAHA response | hit rate 0.56% among 360,000;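 active means activation above the average of all compounds screened plus 3 SD, cutoff fixed separately per campaign, cut at about 7.5% in these data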;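 further: 0% = DMSO wells and 100% = 10 µM SAHA wells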
PLCb3 inh: human PLC-beta3 inhibitors, primary screen, biochemical, fluorescence | 1-phosphatidylinositol 4,5-bisphosphate phosphodiesterase beta-3 (Homo sapiens), Q01970 | Purified PLC-beta3, fluorogenic substrate | inhibition, % at 12.2 µM | hit rate 0.18% among 370,000 | AID 720704, 2013; in the data active means inhibition above about 11%;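 further: 0% = median of compound wells on plate and 100% = full blocker control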
hcDAF-12 act: H. contortus DAF-12 nuclear receptor activators, primary screen, cell-based, luminescence, HEK293, lit1-tk-luc reporter; HEK293 hcDAF-12 lit1-tk-luc reporter; 0% DMSO, 100% Δ7-dafachronic acid; activation, % at 6.8 µM; hit rate 1.4% among 370,000; AID 652067, 2013;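 active means activation above the mean of all tested compounds plus 3 SD, cut at about 5.5% in these data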;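 further: 100% = response to 3 µM Δ7-dafachronic acid high control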
Active calls of the source: *; · = not tested or not shown; & = joins results of further samples.

SMILES	HGIII-sPLA2 inh	NR1D1 modulator	DAX1 inh-1	ssDAF-12 act	hgDAF-12 ag	PG9 binder	SMARCA2 activ	DAX1 inh-2	FXN GAA850 act	PLCb3 inh	hcDAF-12 act
CN(NC(=O)C(C)(C)C)c1nc(-c2ccccc2)nnc1C(F)(F)F	-2.0	0.2	-0.5	-0.9	-3.0	-0.5	-2.0	-0.2	1.9	3.9	-0.5
Nc1nc(N2CCN(c3ccc(F)cc3)CC2)n[nH]1	9.3	-0.5	2.9	-1.1	2.9	0.2	-3.4	0.7	-0.9	-0.8	0.4
Cc1cc(NC(=O)CN2CCN(c3cccc(Cl)c3)CC2)no1	1.2	1.1	1.0	-1.8	-2.9	0.5	-0.1	-0.9	-0.9	-5.1	-1.4
Cc1cc(O)ccc1N=Cc1c(C(F)(F)F)[nH][nH]c1=O	-4.9	0.5	4.4*	-0.9	-1.0	-1.9	1.1	-0.6	1.6	-4.7	-0.5
CN(CC(O)Cn1cnc2c1c(=O)n(C)c(=O)n2C)c1ccccc1 (centres undefined)	2.6	2.7	-1.0	-0.9	-1.9	0.2	0.9	-1.7	0.2	1.8	0.1
CCOc1ccc(C2C(C#N)=C(N)Oc3cc(C)n(CCN(C)C)c(=O)c32)cc1OCC (centres undefined)	2.4	2.9	-0.1	-1.8	0.1	-2.5	1.8	-0.4	-0.8	4.8	-0.9
CC(Sc1nc2ccccc2c(=O)[nH]1)C(=O)O (centres undefined)	3.7	3.0	0.3	-0.9	-2.7	-3.4	-0.1	0.6	2.5	3.7	-0.1
CC1CCN(S(=O)(=O)c2cc(Br)cc(C(=O)NC3=NCCS3)c2)CC1	-13.5	-1.7	-0.6	-1.4	-0.6	0.7	-3.8	0.3	-1.2	-2.3	-0.8
COc1ccc(C(=O)NC2CC2)cc1OC1CCN(Cc2ccc(SC)cc2)CC1	-2.6	-1.7	-0.4	-1.4	0.4	0.2	7.5	-0.1	1.5	-5.1	-1.9
CNC(=O)c1ccccc1S(=O)(=O)c1ccccc1C#N	5.8	0.2	0.3	-0.8	0.4	-1.7	-0.9	0.8	0.8	5.5	-0.4
CCCC[C@@H]1C(=O)N2N=Cc3ccccc3[C@H]2N2N=Cc3ccccc3[C@@H]12	5.6	0.5	·	-1.6	-1.0	·	1.5	-0.7	·	3.0	-1.6
CCOC(=O)C1=NNC(C(=O)c2ccc(Cl)cc2)C1c1ccc(OC)cc1 (centres undefined)	-39.9	-4.2	-1.9	-1.8	-2.9	-2.1	-1.0	0.0	1.7	-2.1	-2.3
COc1ccc(/C=N/n2c(-c3cc(C)[nH]n3)n[nH]c2=S)cc1OC	4.3	-2.7	·	-0.7	0.0	-1.1	0.6	0.6	2.7	-0.8	0.4
COc1ccc(F)cc1S(=O)(=O)N1CCc2ccccc2C1	-4.4	-1.8	1.1	-1.4	-1.1	-1.4	-6.0	1.0	0.1	0.3	-2.3
Cn1cc([C@@H]2C[C@H]3CN(Cc4cccc(Cl)c4)C(=O)[C@]34CCCN24)c2ccccc21	5.4	-2.9	0.7	-0.7	-3.0	-0.4	-6.0	0.4	1.4	-12.5	0.7
CCOC(=O)C1CCCN(C(=O)CCCn2nnnc2CN2CCC(C)CC2)C1 (centres undefined)	-1.0	-5.2	-0.7	-0.9	0.1	-1.1	5.5	-0.4	1.5	-4.8	0.6
CCC(C)C(NC(=O)C(CC(C)C)NC(=O)C(CO)NC(=O)C1CCC(=O)N1)C(=O)OC (centres undefined)	2.9	3.1	-1.1	-1.4	-0.1	-1.8	-0.3	-0.2	1.6	0.3	0.2
COc1ccccc1OCC(O)CN1CCN(CC(=O)Nc2c(C)cccc2C)CC1 (centres undefined)	4.7&-1.0	2.4&-4.2&-4.3	0.8&0.1	-1.4&-0.7	3.2&-2.3	-3.3&0.1	0.5&-3.5	-0.3&-0.1	-3.3&-0.1	1.7&-0.1	-3.4&-1.7
COCc1cccc(-c2csc(C(O)c3ccccc3)n2)c1 (centres undefined)	-3.4	-1.3	·	-1.2	4.0	0.1	-2.1	-1.4	3.0	0.7	-1.2
O=C1NC2(CCCCC2)C(=O)N1c1ccc(Cl)cc1	-0.1	5.5	1.3	-0.9	-1.1	0.4	-0.7	-0.3	3.2	-4.4	-0.1
COC(=O)c1sccc1Oc1c(Cl)cccc1[N+](=O)[O-]	1.7	5.1	·	-1.4	1.8	0.7	-3.0	0.4	1.0	5.6	-0.9
CCOc1ccc2nc(NC(=O)CC3Oc4ccccc4NC3=O)sc2c1 (centres undefined)	6.9	-1.4	0.1	-1.1	2.2	-1.0	-4.0	0.7	0.1	-4.8	-0.1
COc1ccccc1NC(=O)Nc1ccc(C)cn1	-10.2	-3.9	1.2	-0.6	4.9	0.6	1.0	-0.6	2.1	-4.1	0.2
CC1CC(C)CN(CCCNC(=O)c2ccc3c(c2)N(Cc2ccccc2)C(=O)c2ccccc2S3=O)C1 (centres undefined)	-19.3	2.5	-0.2	-0.6	-0.2	-0.5	1.6	-0.1	-4.4	-6.4	2.2
Cc1ccc(S(=O)(=O)N/N=C2/CCCCC2C2CCCCC2)cc1[N+](=O)[O-] (centres undefined)	2.9	-2.0	0.5	-1.1	-0.3	-1.3	-3.6	-0.2	2.1	0.8	-1.2
NC(=O)NC(CC(=O)NCCCc1ccccc1)c1ccc(Cl)cc1 (centres undefined)	-4.7	-2.1	-0.6	-1.2	-0.2	-1.3	4.0	-0.6	-0.8	-3.9	-0.5
COc1ccccc1N1CCN(S(=O)(=O)CCNC(=O)C2CC2)CC1	6.2	3.7	-1.4	-1.1	0.8	0.0	-2.2	0.7	2.6	-3.3	-1.0
COc1ccc2oc3c(ccc[n+]3C)c(=O)c2c1	6.8	1.8	·	-0.5	-0.3	0.3	0.2	0.2	·	7.3	-1.4
Cc1cccc(NC(=O)/C(C#N)=C\c2cc(C)n(-c3ccc(C(=O)O)cc3)c2C)c1	-15.4	-0.8	-0.8	-1.2	-1.1	-2.7	2.8	0.1	3.8	-62.8	-3.6
Cc1ccc(N2C(=O)NC(C(F)(F)F)(C(F)(F)F)C3=C2CC(C)(C)CC3=O)cc1	3.7	-1.0	2.2	-1.0	3.4	-0.6	-3.2	0.6	-0.7	1.5	-1.1
COCCCNC(=O)c1ccc(CN2CCc3ccccc3C2)cc1	-0.9	-3.8	20.8*	-1.2	1.3	0.8	-2.3	0.2	0.1	-5.7	-1.7
CCN(C(=O)c1coc(=O)c(Br)c1)c1ccc2c(c1)OCO2	2.6	-1.6	-0.2	-0.9	5.6	-1.6	-0.6	-1.1	0.2	-208.5	-1.9
Cc1nc(Nc2ccc3c(c2)OCO3)c2oc3ccccc3c2n1	5.3	-2.4	-0.4	-1.7	2.6	-0.9	1.0	-0.3	1.9	-59.7	0.1
CCNC(=S)N(Cc1c(C)noc1C)c1ccccc1	-1.2	1.6	-0.6	-1.6	-2.0	-2.2	1.1	-0.3	-0.1	4.2	-1.6
CC(=O)NC1CC2CCCC(C1)N2C(=O)Nc1ccc(Cl)c(C(F)(F)F)c1 (centres undefined)	-0.4	-1.6	0.1	-1.1	-2.1	3.9	-3.4	-0.7	-0.6	-3.0	-1.7
O=C1CCC(C(=O)OC(C(=O)c2c[nH]c3ccccc23)c2ccccc2)=NN1 (centres undefined)	-10.9	-2.9	0.5	-0.7	-2.4	0.3	1.5	-0.6	1.6	3.4	1.0
Cc1nc(NC(=O)CSc2nc3cccnc3n2C2CCCCC2)sc1C	1.7	-1.4	-0.5	-0.4	-0.4	1.2	-1.7	-0.1	-0.6	-1.3	0.0
Cc1cc(CN2CCN(CCC#N)CC2)c(O)c(C2(C)CCCCC2)c1	-2.8	-1.6	0.5	-1.2	-1.2	0.0	-0.1	-0.3	0.7	-2.1	0.3
Cc1ccc(NC(=O)c2cccs2)cc1NC(=O)c1cccnc1	2.2	-1.2	1.9	-2.1	1.0	1.2	-2.7	-0.3	-0.8	-1.2	-2.1
CCn1c(C(=O)N2CCc3ccccc3C2)cc2sccc21	5.7	-2.2	-1.2	-0.7	0.9	-0.6	-1.4	-1.4	-1.7	-12.6	1.0
COc1cc(OC)cc(C(=O)Nc2ccc(N3CCOCC3)cc2N2CCOCC2)c1	15.8	-0.5	-0.6	-0.7	-2.9	0.0	-2.6	0.4	0.3	-17.1	-1.6
O=C1CCC(C(=O)Nc2ccc(OC(F)F)cc2)N1 (centres undefined)	-0.2	3.0	0.8	-0.9	1.7	0.4	4.6	0.2	0.7	2.7	-0.6
Cc1csc(NC(=O)CCCSc2nc3ccccc3s2)n1	-24.9	2.8	-0.4	-0.3	0.2	0.2	-3.0	0.5	1.0	-5.1	1.0
COc1ccc(Cn2ccc3ccc(-c4ccc5ccn(C(=O)C6CC6)c5c4)cc32)cc1	-7.4	1.5	·	-0.2	8.3	·	-0.7	-0.1	·	-346.6	1.9
Cc1ccc2nnn(Cc3cccc(C(C)(C)C)c3O)c2c1	-16.5	6.1	-1.1	-1.5	-3.9	1.4	-2.5	-1.5	1.0	1.6	-2.9
COc1ccc(CNC(=O)C2CCN(S(=O)(=O)N3CCC(C)CC3)CC2)c(OC)c1	-2.8	-1.7	-0.8	-1.5	-1.6	-0.2	-1.7	-0.2	1.4	0.4	-2.5
Cc1ccc(C(C)C)cc1NC(=O)Nc1ccc([N+](=O)[O-])cc1	3.6	-6.7	-1.6	-1.3	-0.8	-0.1	-2.1	0.0	-0.4	11.7*	-0.6
Oc1ccc(N2CCN(Cc3c(-c4ccccc4)nc4ccccn34)CC2)cc1	7.4	-2.6	-1.1	-0.9	-0.3	1.8	-2.9	-0.7	0.5	-10.9	-1.6

An unsorted share of the library. About 7% of those tested had a hit in this group.
